# Source: PubChem BioAssay
# FBPA Giardia inh – Giardia lamblia aldolase inhibition. A8B2U2. purified Giardia FBPA. Potency, µM (series often up to 59.6 µM), inactives show at the top dose activity, negative = inhibition, most hits filed as inhibitors. 290,000 compounds, 0.71% hits; note: potency is the fitted concentration of half-maximal effect; nearly all actives have a fitted effect of over 55% in size
# Target sequence (A8B2U2 whole entry, looked up): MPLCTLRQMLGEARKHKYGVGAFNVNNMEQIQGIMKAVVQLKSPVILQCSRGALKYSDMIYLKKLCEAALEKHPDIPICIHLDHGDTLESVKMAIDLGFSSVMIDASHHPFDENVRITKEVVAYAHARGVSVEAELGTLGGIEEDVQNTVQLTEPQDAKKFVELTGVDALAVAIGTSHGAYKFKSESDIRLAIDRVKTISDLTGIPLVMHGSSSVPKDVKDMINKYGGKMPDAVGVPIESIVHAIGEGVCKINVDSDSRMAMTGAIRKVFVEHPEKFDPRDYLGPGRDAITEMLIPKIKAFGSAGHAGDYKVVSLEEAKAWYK
#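 Giardia FBPA (40 nM reagent) was preincubated 10 min at RT with compound (up to 57.5 uM final), then substrate plus GAPDH/TPI/NAD/arsenate coupling system with diaphorase/resazurin was added; resorufin fluorescence (525/598 nm) was read after 20 min.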
# AmpC no deterg – blocks E. coli AmpC beta-lactamase in detergent-free assay | 330,000 compounds, 0.52% hits | P00811 | AmpC nitrocefin hydrolysis, absorbance 480 nm, 0.0001% Triton | Potency, µM (highest dose often 57.1 µM), for inactives: at the highest dose activity change, negative = inhibition, usual class: inhibitors;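 note: potency is the fitted concentration of half-maximal effect; plate controls were no compound for no effect and no enzyme for full effect; nearly all actives have a fitted effect of over 20% in size; some results filed as inactive show a strong effect at the top dose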
# Target sequence (P00811 whole entry, looked up): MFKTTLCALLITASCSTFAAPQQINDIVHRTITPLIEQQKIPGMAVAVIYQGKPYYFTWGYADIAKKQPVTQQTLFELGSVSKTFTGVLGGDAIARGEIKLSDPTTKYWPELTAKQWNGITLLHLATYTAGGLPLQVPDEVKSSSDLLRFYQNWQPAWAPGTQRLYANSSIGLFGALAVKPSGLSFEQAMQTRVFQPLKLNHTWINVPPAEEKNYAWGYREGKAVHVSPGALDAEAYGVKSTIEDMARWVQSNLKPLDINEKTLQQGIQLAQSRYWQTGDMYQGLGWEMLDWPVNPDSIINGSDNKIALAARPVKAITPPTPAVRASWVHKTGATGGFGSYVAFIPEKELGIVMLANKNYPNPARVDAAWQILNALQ
#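 20 mM phosphate pH 7.0 + 0.01% (detergent screen) or 0.0001% Triton X-100; 5.3 nM AmpC reagent; cpd preinc 15 min RT; nitrocefin (800 uM stock) to start; A480 q20 s × 4 min; Activity was normalised to no-enzyme and no-compound control wells.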
# Sm TGR block – S. mansoni TGR enzyme inhibition; purified TGR, DTNB reduction, TNB absorbance 405 nm; 360,000 compounds, 3% hits; Q962Y6; Potency, µM (titrated, usually from 114 µM), for inactives: at the highest dose activity change, negative = inhibition, most hits filed as inhibitors; note: potency is the fitted concentration of half-maximal effect; nearly all actives have a fitted effect of over 60% in size
#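 TGR 20 nM + NADPH 100 uM (dispensed conc.), cpd preinc 15 min RT; start with NADPH (500 uM addition) then DTNB (15 mM addition). Kinetic TNB absorbance, 405 nm filter. Four-parameter Hill fit across titration.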
# AmpC inh detg – inhibitors of E. coli AmpC beta-lactamase with detergent | P00811 | AmpC hydrolysis of nitrocefin, absorbance 480 nm, 0.01% Triton | Potency, µM (highest dose often 114 µM), for inactives: at the top dose activity change, negative = inhibition, usual class: inhibitors | 370,000 compounds, 0.041% hits | AID 485294;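 note: potency is the fitted concentration of half-maximal effect; 0% = no-compound wells and -100% = no-enzyme wells; nearly all actives have a fitted effect of over 25% in size; some results filed as inactive show a strong effect at the top dose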
#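 20 mM phosphate pH 7.0 + 0.01% (detergent screen) or 0.0001% Triton X-100; 5.3 nM AmpC reagent; cpd preinc 15 min RT; nitrocefin (800 uM stock) to start; A480 q20 s × 4 min; Activity was normalised to no-enzyme and no-compound control wells.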
# HCV inh – inhibitors of hepatitis C virus infection. Huh7.5.1 HCVcc-Cre infection, luciferase reporter, 44 h. Potency, µM (titrated, usually from 41.8 µM), for the others: at the highest dose activity change, negative = inhibition, most hits filed as inhibitors. 340,000 compounds, 3.4% hits; note: potency is the fitted concentration of half-maximal effect
#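 Compounds are dispensed onto cells plated 4 h earlier at 1,000 per well, with HCVcc-Cre virus (about 0.5 moi) added next. Following 44 h of culture, luminescent signal is measured for 15 sec after 15 min with substrate at room temperature.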
# HCMV antiviral – human cytomegalovirus inhibition; 410,000 compounds, 4.5% hits; HFF cells, HCMV-luciferase reporter, 72 h; hits give low values; AID 1259415; activity change, negative = inhibition, % at 57.5 µM; in the data active = activity change below about -60%; inconclusive = no clear call, values can overlap the other calls; inactive = above about -39%
#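 Two-dose cell screen: HFF monolayers treated with compounds and infected with luciferase-expressing HCMV at 1 PFU/cell, 72 h at 37C, then lysed for luciferase measurement.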
# Starred values were filed as active, the others as inactive; ? = inconclusive; · = not tested or not shown; & = joins results of further samples; ! = not confirmed by another sample; [ ] = another dose, or the depositor's remark. Unless noted, calls come from the whole dose curve; as a rule, active = well fitted curve in the direction sought with a large enough effect; inconclusive = small, poorly fitted or top-dose-only effect, or another doubt; inactive = no such curve, though single readings can be large; an effect the other way counts as inactive or inconclusive. Unless noted, % is set by controls: 0 for no effect and ±100 for the full control effect.
SMILES,FBPA Giardia inh,AmpC no deterg,Sm TGR block,AmpC inh detg,HCV inh,HCMV antiviral
CC(Sc1nc(N)cc(N)n1)C(=O)Nc1ccc(N2CCOCC2)cc1 (configuration not stated),·,-13.1%,6.3%,8.1%,18.6%,82.6
CCOC(=O)[C@H]1[C@H]2COc3ccc(Cl)cc3[C@@H]2N2C(=O)c3cc(F)c(F)cc3NC(=O)[C@@]12C,·,-53.5%,-10.2%,-14.3%,?,-22.5
CCCC(=O)NCC1(N(C)C)CCCCC1,·,·,1.1%,22.7%,·,18.8
Cc1cccc2nc(Cn3c(=O)n(CCC(=O)NCc4ccco4)c(=O)c4sccc43)cc(=O)n12,0.9%,-13.7%,2.8%,-10.3%,5.6%&-4.0%,13.3
O=C(O)CCC(=O)N1CCOc2ccc(Cl)cc21,3.7%,-3.7%,-11.8%,-6.3%,24.5%,32.7
Cc1ccc(Nc2nc(-c3ccccc3)nc3ccccc23)cc1,·,·,14.3%,16.2%,·,?
O=C(NCCc1ccccn1)c1cc(-c2ccc(Cl)cc2)nc2ccccc12,0.3%,56.6%,3.9%,?,?,-15.5
Cc1cc(NC(=O)c2cc3nc(C4CC4)cc(C(F)(F)F)n3n2)no1,3.0%,-18.4%,-2.3%,?,-19.4%,-1.9
CCC(C)[C@H](NC(=O)NCc1cccc(OC)c1)C(=O)O (some centres not stated),2.1%,95.6%[activator],0.3%,-19.6%,3.7%,25.3
CN(C)c1ccc(CNC(=O)C2COc3ccccc3C2)cc1 (configuration not stated),·,·,4.3%,2.6%,·,24.6
CC(C)NC(=O)NC(=O)COc1ccc(Br)cc1Br,15.2%,-18.3%,-5.6%,4.3%,?,49.3
CC12CCC(C(=O)N(c3ccccc3Cl)C1=O)C2(C)C (configuration not stated),-1.8%,-0.5%,-13.7%,-6.1%,8.2%,-38.3
C=CCn1c(O)c(/C=N/N2CCOCC2)c(=O)[nH]c1=S,-28.9%,-15.1%,1.4%,?,-5.7%,-8.4
COc1ccc(Nc2oc(COc3ccccc3F)nc2C#N)cc1,2.3%,-25.2%,?,?,-2.2%,?
Cc1cccc(OCc2nnc(SCC(=O)N3CCN(c4ccccc4)CC3)o2)c1C,-6.7%,-2.7%,-14.5%,1.2%,-3.7%,-13.7
CN(C)c1cc(NC(=O)CNC(C)(C)CC(C)(C)C)c2ccccc2n1,?,-17.9%,-0.1%,-0.6%,?,-60.1*
Cc1ccccc1-n1nc2c(c1NC(=O)/C=C\c1ccc3c(c1)OCO3)CSC2,1.2%,-36.7%,-7.3%,-10.6%,?,54.1
COc1ccc(CC(=O)N2CCN(c3ccc(F)cc3)CC2)cc1,-0.4%,46.4%,-25.7%,-6.1%,0.8%,45.2
Cc1ccc(SCCCn2cnc3ccccc3c2=O)cc1,-1.5%,0.7%,10.0%,-5.1%,?,14.8
CCOC(=O)C1=NN(c2ccc(C)cc2)CC1C(=O)OC (configuration not stated),-5.7%,3.6%,-3.6%,?,14.0%,16.7
Clc1ccc(N2CCN(/N=C/c3cccnc3)CC2)cc1,-10.6%,-7.5%,10.2%,-23.6%,-20.4%,·
Cc1ccc(S(=O)(=O)n2nc(-c3ccco3)nc2N)cc1,-2.8%,-7.7%,?,-6.3%,18.3%,-67.2*
CCc1cccc(C)c1NC(=S)NCC(c1cccnc1)N1CCOCC1 (configuration not stated),5.5%,-2.8%,-20.2%,-7.4%,7.6%,15.0
Cc1ccc(-c2nnc(SCC(=O)N/N=C/c3ccccc3C(=O)O)n2C2CCCCC2)cc1,·,-18.8%,4.2%,-1.3%,10.0%,0.0
COc1cc(NC(=O)C(C)Oc2ccccc2)cc(OC)c1 (configuration not stated),3.4%,0.4%,3.3%,-10.6%,?,-4.4
CCCCn1c(N)c(N(CC(C)C)C(=O)c2ccc(-c3ccc([N+](=O)[O-])cc3)o2)c(=O)[nH]c1=O,·,-15.7%,-3.3%,-12.2%,20.0%,-32.4
COc1ccc(C(=O)Nc2noc3ccccc23)cc1,·,·,5.9%,-2.0%,·,-35.3
COCCCNc1nc2ccccc2nc1NS(=O)(=O)c1cccc(Cl)c1,2.2%,-15.6%,3.5%,-4.1%,4.7%,-7.5
Cc1ccc2nc(NC3=NC(CC(=O)O)C(=O)N3)nc(C)c2c1 (configuration not stated),4.3%,-11.9%,-10.0%,-6.9%,·,-7.6
Cc1cc(=O)[nH]c2ccc(S(=O)(=O)Nc3ccc(O)cc3)cc12,-4.9%,-10.8%,0.9%,-14.5%,-2.0%,32.3
CCN(Cc1ccccc1)c1ncnc2c1nnn2C,·,·,11.6%,1.3%,·,1.5
Cc1nc2c(sc(=S)n2Cc2ccco2)c(=O)n1CC(=O)Nc1ccccc1,-1.4%,-40.4%,-22.6%,-8.6%,?,20.9
CCOc1ccc(-c2cc(C(=O)NC(C)c3ccccc3)c3ccccc3n2)cc1 (configuration not stated),·,·,2.7%,5.1%,·,-10.6
CCCNC(=O)c1nn2cc(Br)cnc2c1Br,2.9%,-18.0%,-4.5%,-10.8%,-8.6%,-23.6
C/C(CC1(O)C(=O)N(C)c2ccccc21)=N\O (configuration not stated),1.3%,-7.6%,7.5%,-10.7%,6.0%,?
O=C(C1CCN(S(=O)(=O)N2CCCC2)CC1)N1CCCCC1,-1.1%,-18.1%,-5.8%,-12.9%,7.2%,8.3
CCN(CCCNC(=O)c1ccc(N2CCCC2=O)cc1)c1cccc(C)c1,0.7%,56.0%,-9.2%,-12.0%,?,?
CCC1(c2ccccc2)NC(=O)N(CC(=O)Nc2cc(C(F)(F)F)ccc2N2CCCC2)C1=O (configuration not stated),·,-10.4%,-0.2%,?,-21.6%,-0.9
CCOc1ccccc1NC(=O)C1CCN(S(=O)(=O)c2cccc3nonc23)CC1,·,·,4.7%,8.7%,·,10.2
COc1ccc(N2C(=O)CC(c3ccccc3)C2=O)cc1 (configuration not stated),0.1%,-1.9%,9.8%,-0.2%,20.5%,3.0
COc1ccc(-c2cn3cc(C(F)(F)F)cc(Cl)c3n2)cc1,-27.0%,0.7%,0.7%,0.6%,?,301.8
Nc1ncc(Br)cc1S(=O)(=O)NCCC(=O)N1CCN(c2ccccc2)CC1,·,31.6%,2.4%,5.3%,3.2%,-17.0
Cc1ccc(OCc2nnc(SCc3ccc(C#N)cc3)n2-c2ccc(C)cc2)cc1,-5.7%,27.6%,5.8%,-0.3%,?,-34.2
CC(=O)c1cn(CC(=O)Nc2c(C)cccc2C)c2ccccc12,·,19.5%,9.5%,?,5.62µM*,-74.6*
COc1c(S(=O)(=O)NCCN2CCOCC2)ccc(Cl)c1Cl,7.5%,-18.5%,-4.1%,-7.3%,9.7%,-2.9
C/C=C/C(=O)OCC(=O)NC(=O)NC(C)C,3.7%,-0.8%,-0.7%,0.6%,6.9%,52.2
COc1ccc(NC(=O)Cn2c(=O)n(Cc3ccccc3)c(=O)c3oc4ccccc4c32)cc1Cl,·,·,8.6%,-3.4%,·,45.3
Cc1nc(Oc2ccccc2C)c2oc3ccccc3c2n1,·,·,?,4.5%,·,-32.6
Cc1ccc(CNC(=O)c2ccc(CN3CC(=O)N4CCCCC4C3=O)cc2)cc1 (configuration not stated),·,·,4.3%,21.3%,·,8.1
CCOC(=O)CC(NC(=O)CCS(=O)(=O)c1ccc2c(c1)n(C)c(=O)c(=O)n2C)c1ccc(C)cc1 (configuration not stated),·,-11.3%,5.6%,-2.4%,16.9%,0.0
CCOc1ccc(CN(CCc2ccc3c(c2)OCO3)Cc2ccc(C)cc2)cc1,·,·,10.5%,11.8%,·,16.0
COC(=O)C1=C(C)OC(N)=C(C#N)C1c1cc(OC)c(OCC(N)=O)cc1Cl (configuration not stated),?,-2.5%,?,7.0%,14.4%,4.7
N#CCCSc1ccccc1NC(=O)c1ccc(S(=O)(=O)N2CCCC2)cc1,-0.2%,-6.4%,-18.8%,0.8%,·,·
Nc1nonc1C(=O)N/N=C/c1cccc([N+](=O)[O-])c1,-1.2%,-11.4%,0.7%,?,3.5%,21.2
COc1ccc(OC)c(CNC(=O)c2cc(S(=O)(=O)N3CCC(C)CC3)cn2C)c1,·,·,-0.6%,-0.5%,·,-2.5
O=C(Cc1ccc(-c2ccccc2)cc1)NCCN1CCOCC1,0.2%,60.3%,0.3%,?,5.3%,32.3
O=C(c1cccc(C(F)(F)F)c1)N1CCC(O)(CS(=O)(=O)Cc2ccccc2)CC1,-1.2%,122.8%[activator],-3.7%,-3.1%,1.6%,4.2
CCC(=O)c1ccc(N2CCN(C(=O)c3cccs3)CC2)c(F)c1,1.2%,-8.7%,-16.1%,-14.4%,-8.0%,58.8
COCCCOc1ccnc(CS(=O)c2nc3ccccc3[nH]2)c1C (configuration not stated),2µM*!,14.5%,17.4%,?,?,-65.1*
O=C(O)c1ccc(NCc2cccnc2)c([N+](=O)[O-])c1,-3.8%,-14.1%,?,?,-3.3%,-1.8

# Carrying on.
SMILES,FBPA Giardia inh,AmpC no deterg,Sm TGR block,AmpC inh detg,HCV inh,HCMV antiviral
COCCNC(=O)CSc1nnc(-c2ccccc2F)n1Cc1ccccc1,5.3%,268.2%[activator],3.5%,-14.3%,21.1%,-16.5
O=C(O)c1ccc(CNCc2cccc(Oc3ccccc3)c2)cc1,1.7%,-10.9%,-30.2%,4.2%,31.7%[activator],-35.7
Cc1cc(=O)oc2c(C)c(OCC(=O)N3CCN(C(=O)C4COc5ccccc5O4)CC3)ccc12 (configuration not stated),·,156.9%[activator],-17.7%,-0.2%,12.7%,27.4
CCc1c(C)nc(SCC(=O)CC(=O)OC(C)C)c(C#N)c1C,0.5%,-5.1%,-3.4%,?,0.7%,-4.1
COc1ccc2[nH]c(=O)c(CN(Cc3cccnc3)C(=S)NCC3CCCO3)cc2c1 (configuration not stated),-8.1%,47.4%,0.9%,6.4%,-17.2%,59.8
N#Cc1ccc(OCC(=O)N2CCc3ccccc32)cc1,·,-21.0%,·,·,-18.5%,41.1
